PNC assembly inh: perinucleolar compartment assembly inhibition | PC3M PTB-GFP, PNC prevalence imaging, 16 h; active compounds read low | activity change (PNC), negative = inhibition, % at 10 µM | 140,000 tested, 3.1% active | AID 2417;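 active = readout at or below -70, meaning at least 70% loss of cells showing the perinucleolar compartment, a nuclear body marking cancer cells; inconclusive = readout between -30 and a set limit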;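 note: plate controls were DMSO wells for no effect and camptothecin positive control wells for full effect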
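Compounds are pinned in duplicate onto adhered PC3M cells stably expressing GFP-tagged PTB and incubated 16 h at 37 C. Cells are then fixed, nuclei stained with Hoechst, and PNC-positive cells counted.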
12-hLO inh: blocks human 12-lipoxygenase activity; P18054; purified 12-hLO, xylenol orange hydroperoxide absorbance; Potency, µM (series often up to 57.1 µM), inactives show at the top dose activity change, negative = inhibition, actives largely listed as inhibitors; 150,000 tested, 0.12% active; AID 1452; note: potency is the fitted concentration of half-maximal effect; nearly all actives have a fitted effect of over 55% in size; many of its hits are not listed in these tables
Target sequence (P18054 whole entry, looked up): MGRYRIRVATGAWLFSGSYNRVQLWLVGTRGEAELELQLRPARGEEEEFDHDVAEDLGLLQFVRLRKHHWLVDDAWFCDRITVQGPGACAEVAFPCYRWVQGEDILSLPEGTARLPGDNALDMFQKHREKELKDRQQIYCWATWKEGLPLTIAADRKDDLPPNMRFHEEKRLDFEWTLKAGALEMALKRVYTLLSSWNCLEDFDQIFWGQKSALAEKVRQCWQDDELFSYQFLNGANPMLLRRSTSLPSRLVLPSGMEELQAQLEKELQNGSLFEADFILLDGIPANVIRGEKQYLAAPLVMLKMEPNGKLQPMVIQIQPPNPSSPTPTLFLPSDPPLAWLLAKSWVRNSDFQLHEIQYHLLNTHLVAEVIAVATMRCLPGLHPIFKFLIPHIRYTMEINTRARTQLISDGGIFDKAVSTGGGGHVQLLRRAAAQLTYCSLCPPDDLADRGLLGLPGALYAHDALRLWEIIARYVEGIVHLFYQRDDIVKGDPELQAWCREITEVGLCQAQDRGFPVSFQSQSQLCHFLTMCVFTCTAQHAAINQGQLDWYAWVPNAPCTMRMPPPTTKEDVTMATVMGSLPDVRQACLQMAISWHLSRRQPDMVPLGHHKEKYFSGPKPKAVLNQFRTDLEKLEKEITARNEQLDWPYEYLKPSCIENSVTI
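Purified human 12hLO (150 nM final) was preincubated with compounds for 15 min at room temperature in 25 mM Hepes pH 7.0, 0.01% Triton X-100, then reacted with 40 uM arachidonic acid for 30 min. Hydroperoxide was detected with ferrous iron/xylenol orange.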
ALOX15B inhib: 15-hLO-2 (ALOX15B) enzyme inhibition; O15296; purified 15hLO-2, xylenol orange hydroperoxide absorbance; Potency, µM (top dose mostly 57.1 µM), for the others: top-dose activity change, negative = inhibition, most hits filed as inhibitors; 110,000 tested, 0.56% active; AID 881; note: potency is the fitted concentration of half-maximal effect; nearly all actives have a fitted effect of over 60% in size; many of its hits are not listed in these tables
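Screening format was qHTS against 50 nM purified 15hLO-2 in Hepes pH 7.5 with detergent. Activity follows hydroperoxide formation from 45 uM arachidonic acid, measured as 573:405 nm absorbance ratio of the ferric-xylenol orange complex.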
IMPase inh: IMPase inhibition in cells; CHO-M1 cells, IP1 accumulation, HTRF TR-FRET ratio; inhibition (IP1 accumulation), % at 46.1 µM; 120,000 tested, under 10 active; AID 901; active = well fitted curve in the direction sought with a large enough effect in the signal ratio, not every such curve was filed as active; inconclusive = small, poorly fitted or top-dose-only effect, or a change in a side signal; inactive = no such curve, though single readings can be large or run the other way; the % refers to the signal ratio;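 note: cells stimulated with carbachol in lithium chloride buffer; plate controls were DMSO basal wells for no effect and reference inhibitor wells for full effect; higher means more IMPase inhibition seen as more IP1 and lower FRET ratio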
Target sequence (P97697 whole entry, looked up): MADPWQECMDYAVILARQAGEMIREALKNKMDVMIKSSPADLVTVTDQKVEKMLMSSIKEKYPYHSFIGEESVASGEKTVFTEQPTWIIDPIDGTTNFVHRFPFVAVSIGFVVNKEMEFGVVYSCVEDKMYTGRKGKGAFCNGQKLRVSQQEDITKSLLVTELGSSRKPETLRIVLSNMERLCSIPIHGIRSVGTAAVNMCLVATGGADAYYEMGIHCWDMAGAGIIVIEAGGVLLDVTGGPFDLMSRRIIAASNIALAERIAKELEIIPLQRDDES
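Elevated IP1 in lysates lowers TR-FRET signal (665/620 ratio and 620 channel reported). Cells were CHO-M1, given carbachol (50 uM as added) plus 50mM LiCl, pH 7.4, 30 min, 37C; compounds titrated up to 46 uM; AC50 by Hill equation.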
* hit, by the source's call; ? = inconclusive; nt = no result given; [ ] = dose if it differs, or a comment. Unless noted, calls come from the whole dose curve; as a rule, active = well fitted curve in the direction sought with a large enough effect; inconclusive = small, poorly fitted or top-dose-only effect, or another doubt; inactive = no such curve, though single readings can be large; an effect the other way counts as inactive or inconclusive. Unless noted, % is set by controls: 0 for no effect and ±100 for the full control effect. Some of the compounds tested. The share of hits here may be higher or lower than overall.

SMILES	PNC assembly inh	12-hLO inh	ALOX15B inhib	IMPase inh
CCCC(=O)Nc1ccc(Sc2ccc([N+](=O)[O-])cc2)cc1	13	-5%	11%[11.4 µM]	9[1.84 µM]
FC(F)(F)c1cc(-c2ccccc2)nc(NCc2cccnc2)n1	51	-8%	50%[activator]	1
O=C(NCCCn1ccnc1)Nc1cccc2ccccc12	-100*	-3%	nt	-13
C/C(=N\NC(=O)CC(C)C)c1ccc(N2CCCCC2)cc1	6	-4%	nt	nt
CC1CCCCC1NS(=O)(=O)c1ccc(S(=O)(=O)N2CCCC2)cc1 (centres undefined)	?	-4%	-8%	-6
CC(=O)c1c(O)c(C)c(O)c2c1OC1=CC(=O)C(C(C)=O)C(=O)[C@@]12C (some centres undefined)	nt	-4%	-15%	-7
CCCCCCc1cc2cc(C(=O)NCc3ccccc3)c(=N)oc2cc1O	?	-4%	nt	-5
CSc1nc(C)cc(OCC#N)n1	-9	-3%	0%	-13
C=CCn1cc(C(=O)N2CCc3ccccc3C2)c(=O)c2cc(S(=O)(=O)N(CC)CC)ccc21	?	-4%	nt	nt
COc1ccc(N2CC(C(=O)Nc3ncccc3C)CC2=O)cc1 (centres undefined)	11	-1%	-2%	-8
O=c1nc(N2CCOCC2)ccn1-c1nc(-c2ccccc2)oc1-c1ccccc1	19	0%	6%	-1
COC(=O)CSc1nnc(C)n1-c1cccc(C#N)c1	?	-2%	0%	1
Cc1onc(-c2ccccc2)c1C(=O)NC(CC(=O)O)c1ccc(OC(C)C)cc1 (centres undefined)	-21	-1%	-5%	1
S=C(NN=C1CCCCCC1)Nc1ccc(Cl)cc1	-16	-24%	-2%	-4
C[C@]12CCC3c4ccc(OCC(=O)O)cc4CCC3C1CCC2=O (some centres undefined)	nt	1%[11.4 µM]	-5%[11.4 µM]	nt
Cc1ccc(S(=O)(=O)N(CC(=O)Nc2ccccc2C(=O)O)c2cccc(Cl)c2C)cc1	?	1%	nt	nt
Cc1ccc(Nc2nc(N/N=C/c3c[nH]c4ccccc34)nc(N3CCOCC3)n2)cc1	?	-4%	nt	0
O=C(OC1CCOC1=O)c1cc(-c2ccc(Cl)cc2)nc2ccccc12 (centres undefined)	26	-17%	8%	?
O=C(Cc1nnc(NC(=O)Nc2ccc(Cl)cc2)s1)NCc1ccccc1	?	0%	nt	nt
COC(=O)c1ccc(/C=C2/SC(=S)N(CCCC(=O)Nc3ccccn3)C2=O)cc1	-17	3%	nt	nt
CCc1nccn1S(=O)(=O)c1ccc2ccccc2c1	?	-2%	-6%	1
CC(C)OC(=O)C(C#N)c1nc2ccccc2nc1N1CCN(Cc2ccccc2)CC1 (centres undefined)	117	4%	nt	1
CCCCSc1nnc2[nH]c(=O)cc(N)n12	25	-7%	4%	0
O=C(CCn1cccc1)Nc1cc(F)ccc1F	?	1%	-5%	-7
Cc1cc(Cl)ccc1N1C(=O)CC(SCCC(=O)O)C1=O (centres undefined)	2	-4%	-18%	8

Part of the list above in order of count of non-hydrogen atoms, high to low:
SMILES	PNC assembly inh	12-hLO inh	ALOX15B inhib	IMPase inh
C=CCn1cc(C(=O)N2CCc3ccccc3C2)c(=O)c2cc(S(=O)(=O)N(CC)CC)ccc21	?	-4%	nt	nt
Cc1onc(-c2ccccc2)c1C(=O)NC(CC(=O)O)c1ccc(OC(C)C)cc1 (centres undefined)	-21	-1%	-5%	1
CCCCCCc1cc2cc(C(=O)NCc3ccccc3)c(=N)oc2cc1O	?	-4%	nt	-5
O=C(Cc1nnc(NC(=O)Nc2ccc(Cl)cc2)s1)NCc1ccccc1	?	0%	nt	nt
O=C(NCCCn1ccnc1)Nc1cccc2ccccc12	-100*	-3%	nt	-13
CSc1nc(C)cc(OCC#N)n1	-9	-3%	0%	-13

Remaining list, next part:
SMILES	PNC assembly inh	12-hLO inh	ALOX15B inhib	IMPase inh
CCOC(=O)c1ccccc1NC(=O)N[C@@H](C)C(=O)OC	?	9%	10%	7
CCN(CC)S(=O)(=O)c1csc(C(=O)Nc2ccccn2)c1	3	0%	1%	4
COc1ccc(-n2c(=O)c3c4c(sc3n3c(=S)[nH]nc23)CCCC4)cc1	?	0%	nt	nt
CC(C(=O)O)N1C(=O)c2ccccc2C1=O (centres undefined)	21	4%	1%	1
CCOC(=O)c1c(/N=C/c2cc(C)ccc2O)sc2c1CCC2	-6	-16%	nt	-10
Cc1cc(Nc2cccc(F)c2)n2c(n1)nc1ccccc12	-20	-1%	24%	13
C/C(=N\NC(=O)c1c(Br)c(C)nn1C)c1ccc(NC(=O)C(C)Oc2ccc(Cl)cc2C)cc1 (centres undefined)	-6	-5%	-14%	?
Cc1cc(N)n(-c2nc(-c3cccnc3)nc3ccccc23)n1	30	2%	21%	7
O=C(N/N=C/c1cn(-c2cccs2)nc1-c1ccccc1)c1ccc(O)cc1	17	4%	nt	nt
COc1ccc(-c2cc(=O)oc3cc(OCc4nn[nH]n4)ccc23)cc1	26	0%	-20%	-9
O=C(COc1ccc(Cl)cc1Cl)OCC(=O)N1CCCc2ccccc21	?	-4%	nt	0
CC(C)c1cc[n+](-c2nc([O-])sc2C=O)cc1	8	-3%	-5%	2
Cc1nc2c(F)c(F)c(C(F)(F)F)c(F)c2[nH]1	27	-13%	-2%	9
O=C(Nc1nc(-c2ccc3c(c2)OCCO3)cs1)c1ccc(S(=O)(=O)N2CCCCC2)cc1	-26	-9%	1%	6
Cc1ccc(S(=O)(=O)Nc2cccc3ncccc23)s1	?	-8%	16%	8
CCOC(=O)Nc1nnc(/C=C/c2ccc(OC)cc2)s1	?	2%	nt	0
O=C(CSc1nc2ncccc2[nH]1)c1ccc(F)cc1	-14	-4%	-21%	-5
O=C(CSc1nc2c(c(=O)n1-c1ccc(F)cc1)SCC2)NCc1ccco1	16	-9%	-24%	7
N#Cc1c(N)nc2c(c1N)CC(=O)N2c1ccc(Cl)cc1	32	-8%	6%	4
O=C1c2ccccc2C(Nc2ccc(Cl)cc2)N1CCN1CCOCC1 (centres undefined)	13	-8%	10%	4
Cc1ccc(N2CC(C(=O)Nc3cc(C)on3)CC2=O)cc1 (centres undefined)	-13	4%	-1%	2
Cc1nc2ncnn2c(N2CCN(c3cccc(C(F)(F)F)c3)CC2)c1C	?	4%	1%	1
O=C1C2C(c3ccccc3)C=CC(c3ccccc3)C2C(=O)N1c1ccncc1 (centres undefined)	54	-6%	nt	10
O=C(C(Cc1ccccc1)N1C(=O)c2ccccc2C1=O)N1CCc2ccccc21 (centres undefined)	-100*	1%	nt	0
Cc1ccc(C(=O)NC(N2CCCC2)C(Cl)(Cl)Cl)cc1 (centres undefined)	96	4%	1%	-3

Part of the list above, with values under each structure:
Results follow in this order: PNC assembly inh, 12-hLO inh, ALOX15B inhib, IMPase inh
CC(C)c1cc[n+](-c2nc([O-])sc2C=O)cc1
 : 8, -3%, -5%, 2
Cc1nc2c(F)c(F)c(C(F)(F)F)c(F)c2[nH]1
 : 27, -13%, -2%, 9
O=C(Nc1nc(-c2ccc3c(c2)OCCO3)cs1)c1ccc(S(=O)(=O)N2CCCCC2)cc1
 : -26, -9%, 1%, 6

Later entries
SMILES	PNC assembly inh	12-hLO inh	ALOX15B inhib	IMPase inh
O=C(COC(=O)c1n[nH]c2ccccc12)NC(=O)NC12CC3CC(CC(C3)C1)C2	19	1%	-13%	3
CS(=O)(=O)N1CCN(c2ccc(NC(=O)c3cccnc3Cl)cc2)CC1	-19	2%	-1%	-8
c1nc(NC2CCCCCC2)c2[nH]cnc2n1	-23	2%	nt	?
O=C1C2C3C=CC(C3)C2C(=O)N1c1ccc2c(c1)CCC2 (centres undefined)	1	-2%	-6%	-1
O=C(NN=C1CCCC1)NC1CCCCC1	-118*	-3%	nt	nt
CCCCC(=O)NC(c1ccco1)c1c(O)ccc2ccccc12 (centres undefined)	40	?	-24%	4
CC(=O)Nc1ccc(Oc2cnc3ccccc3n2)cc1	?	-2%	4%	2
Cc1cc(S(=O)(=O)Nc2ccc3ccccc3c2)c(C)s1	?	-10%	-1%	4
CC(C)CCNC(=O)C1CCCN(S(=O)(=O)c2ccc(F)cc2)C1 (centres undefined)	-5	-5%	0%	4
COC(=O)c1c(NC(=O)COC(=O)CCc2ccc(S(=O)(=O)N3CCOCC3)cc2)sc2c1CCC2	-19	2%	nt	nt
Cn1cccc1C(=O)N1CCC2(CC1)CN(C(c1ccccc1)c1ccccc1)C2	nt	1%	2%	nt
C=C(C)Cn1c(SCC)nc2ccccc2c1=O	6	2%	1%	-1
Cc1cc(C)n2nc(SC3CCCCN(C(=O)c4ccc(F)cc4)C3=O)nc2n1 (centres undefined)	39	-8%	0%	5
Cc1cccc(C)c1OCC(=O)Nn1c(C)nc2ccccc2c1=O	?	-10%	7%	6
CCOC(=O)c1cnn(-c2cc(Oc3cccc(C)c3)ncn2)c1N	18	-4%	2%	11
Cc1nn(Cc2ccccc2)c(C)c1NC(=O)c1cc(-c2ccc3c(c2)OCO3)on1	?	-10%	11%	1
Cc1ccc(NC(=O)CCC(=O)NNC(=O)c2cccs2)cc1C	-3	2%	-5%	-1
COc1ccc(N2CCN(C(=O)c3ccc(OCC4CCCO4)cc3)CC2)cc1 (centres undefined)	23	-1%	0%	5
COC(=O)[C@@]1(Cc2ccc(F)cc2)[C@H]2c3cc(C(=O)N4CCCC4)n(CC4CC4)c3C[C@H]2CN1C(=O)c1ccccc1	nt	5%	10%	nt
O=C(NCc1cccs1)C1CC(=O)N(c2ccc(F)cc2)C1 (centres undefined)	?	-2%	2%	12
CCOC(=O)C1C(c2ccc(O)c(OC)c2)NC(=S)NC1(O)C(F)(F)F (centres undefined)	16	1%	nt	nt
O=C1CC(=O)N(Cc2ccco2)C(=O)N1	11	-2%	17%	6
O=C1OC(C(=O)Nc2nccs2)Cc2ccccc21 (centres undefined)	21	-3%	4%	-3
COc1ccc(Cl)cc1S(=O)(=O)N1CCN(c2ccc(F)cc2)CC1	?	-4%	10%	10
O=C(c1cccnc1)N1CCN(S(=O)(=O)c2ccc(S(=O)(=O)N3CCCC3)cc2)CC1	?	-1%	4%	-1
SMILES	PNC assembly inh	12-hLO inh	ALOX15B inhib	IMPase inh
Cn1cc(/C=C2\SC(=S)N(NC(=O)c3ccccc3Cl)C2=O)c2ccccc21	2	-3%	nt	nt
CC(NC(=O)Cc1ccc(-c2ccccc2)cc1)c1ccccc1 (centres undefined)	3	-1%	?	7
CC1CCN(S(=O)(=O)c2ccc3[nH]c(=O)c(=O)[nH]c3c2)CC1	-21	-3%	-15%	12
Cc1nc2ccc(NC(=O)Cc3ccsc3)cc2s1	27	-3%	-1%	4
COc1cccc(-n2nnnc2S(C)(=O)=O)c1	?	-6%	-25%	9
O=c1cc(N2CCN(c3ccccc3F)CC2)[nH]c(=O)n1-c1ccc(Br)cc1	-27	1%	nt	-16
CC1=C(C(=O)Nc2ccc(C)cc2C)C(c2ccc(Cl)cc2)n2nc(C(=O)OC(C)C)nc2N1 (centres undefined)	?	-1%	nt	-18
COc1ccccc1OCC(O)Cn1c(=N)n(Cc2ccccc2)c2ccccc21 (centres undefined)	5	23%	1%[2.29 µM]	6
Cc1[nH]nc2c1C(c1cccnc1)N(c1ccc(Br)cc1)C2=O (centres undefined)	-83*	18%	nt	-3
Nc1nc(SCc2ccccc2)[nH]c(=O)c1-c1ccccc1	-18	1%	1%	5
O=C(CN(c1ccc2c(c1)OCCO2)S(=O)(=O)c1ccccc1)Nc1ccc2c(c1)OCO2	?	-9%	-2%	-4
CCn1c(SCC(=O)Nc2ccc3c(c2)OCO3)nc2c1c(=O)n(C)c(=O)n2C	?	3%	0%	1
O=C(NNC(=O)c1ccc([N+](=O)[O-])cc1Cl)c1ccncc1	20	-1%	nt	nt
O=C(NN1C(=O)C2C3c4ccccc4C(c4ccccc43)C2C1=O)c1ccccc1 (centres undefined)	-25	-4%	nt	3
COc1ccc(N(C(=O)C(C)C)S(=O)(=O)c2ccc(Cl)cc2)cc1	6	-13%	6%	9
O=C(Nc1ccccc1C(=O)N1CCN(c2ccccc2)CC1)c1ccco1	-29	0%	-3%	5
